Assay outcomes: PubChem, National Center for Advancing Translational Sciences (NCATS)
TDP1 cell noCPT: qHTS for Inhibitors of human tyrosyl-DNA phosphodiesterase 1 (TDP1): qHTS in cells in absence of CPT; DT40 Tdp1-/- hTDP1 cells, no CPT, ATP luminescence, 48 h; Potency, µM (doses to about 46.2 µM), inactives show at the top dose activity change, negative = growth inhibition, hits mostly inhibitors; 420,000 tested, 15% active; AID 686978, 2013; also: nearly all actives have a fitted effect of over 55% in size
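Readout: luminescence from CellTiter-Glo after 30 min in the dark at RT. Cells: DT40 Tdp1-/- with stable hTDP1, 400/well. Exposure: compounds alone, ≥48 hr, 37 °C.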
KAT2A inh: blocks human GCN5L2 histone acetyltransferase | 390,000 tested, 0.21% active | Potency, µM (titrated, usually from 58.9 µM), for the others: at the highest dose activity change, negative = inhibition, usual class: inhibitors | AID 504327 | GCN5L2 HAT assay, ThioGlo1 CoA-SH fluorescence
Target sequence (Q92830 whole entry, looked up): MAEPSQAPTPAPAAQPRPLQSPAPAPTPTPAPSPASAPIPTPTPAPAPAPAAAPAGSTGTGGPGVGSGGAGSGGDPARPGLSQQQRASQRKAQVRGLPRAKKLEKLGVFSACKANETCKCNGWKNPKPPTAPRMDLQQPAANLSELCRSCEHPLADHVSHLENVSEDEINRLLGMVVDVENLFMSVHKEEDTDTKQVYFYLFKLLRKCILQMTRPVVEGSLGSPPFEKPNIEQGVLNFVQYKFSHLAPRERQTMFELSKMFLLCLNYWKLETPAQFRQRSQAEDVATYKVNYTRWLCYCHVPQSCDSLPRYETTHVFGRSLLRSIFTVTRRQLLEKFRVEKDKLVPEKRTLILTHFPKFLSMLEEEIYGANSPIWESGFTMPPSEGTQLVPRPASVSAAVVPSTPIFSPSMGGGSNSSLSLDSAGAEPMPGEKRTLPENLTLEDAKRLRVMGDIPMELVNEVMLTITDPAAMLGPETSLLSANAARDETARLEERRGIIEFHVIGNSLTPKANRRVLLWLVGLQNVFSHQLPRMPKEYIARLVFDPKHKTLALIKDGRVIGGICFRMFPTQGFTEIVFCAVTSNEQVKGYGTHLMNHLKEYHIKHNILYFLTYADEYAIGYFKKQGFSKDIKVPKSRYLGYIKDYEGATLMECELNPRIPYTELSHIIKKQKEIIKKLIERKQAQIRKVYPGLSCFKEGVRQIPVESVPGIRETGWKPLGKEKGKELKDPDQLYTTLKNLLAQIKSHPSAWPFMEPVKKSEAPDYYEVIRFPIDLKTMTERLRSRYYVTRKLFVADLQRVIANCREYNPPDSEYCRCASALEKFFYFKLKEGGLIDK
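ThioGlo1-coupled HAT assay: 20nM GCN5L2, 70uM acetyl-CoA, 75uM H3(1-25) peptide, pH 7.5. Fluorescence read at 340/540nm at start and after 20 min at room temperature.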
DT40 TDP1 CPT: DT40-hTDP1 cell growth loss with CPT | chicken DT40 Tdp1-/-;hTDP1 cells + 20 nM CPT, ATP luminescence, 48 h | Potency, µM (series often up to 46.2 µM), without a hit: at the highest dose activity change, negative = growth inhibition, usual class: inhibitors | 420,000 tested, 12% active; also: nearly all actives have a fitted effect of over 55% in size
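Chicken DT40 Tdp1-/- cells stably complemented with human TDP1 were seeded at 400 cells/well in medium containing 20 nM camptothecin, exposed to pin-transferred compounds, and grown at 37 °C for at least 48 hr. Viability was read as ATP luminescence.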
Numbers without * were called inactive; ? = inconclusive; . = no result given; & = joins results of further samples. Calls follow the shape of the dose curve; as a rule, active = well fitted curve in the direction sought with a large enough effect; inconclusive = small, poorly fitted or top-dose-only effect, or another doubt; inactive = no such curve, though single readings can be large; an effect the other way counts as inactive or inconclusive. % is scaled to controls: 0 for no effect and ±100 for the full control effect; potency is read from the fitted curve at half-maximal effect.

The first 5 compounds, to show the layout:
| Molecule | TDP1 cell noCPT | KAT2A inh | DT40 TDP1 CPT |
| --- | --- | --- | --- |
| COCCN(CCOC)C(=O)c1ccc(NS(=O)(=O)c2ccc3[nH]c(=O)[nH]c3c2)cc1 | -5.8% | 2.4% | -8.6% |
| O=C(CSc1ncnc2scc(-c3ccccc3)c12)NC1CCS(=O)(=O)C1 (stereo unspecified) | -8.7% | 0.8% | -3.0% |
| Cc1cc(CNC[C@H]2O[C@@H](n3ccc(=O)[nH]c3=O)[C@H](O)[C@@H]2O)no1 | 6.3% | . | -15.3% |
| C[C@@]12C(=O)N(c3ccc(C(F)(F)F)cc3)C(=O)N1[C@@H]1c3ccccc3OC[C@@H]1[C@H]2c1ccccc1 | 10.3µM* | -4.7% | 7.31µM* |
| CCOC(=O)Cc1csc(SCC(=O)Nc2sc3c(c2C(N)=O)CCC3)n1 | -26.6% | -24.6% | -19.6% |

This part in full, from the first entry:
| Molecule | TDP1 cell noCPT | KAT2A inh | DT40 TDP1 CPT |
| --- | --- | --- | --- |
| COCCN(CCOC)C(=O)c1ccc(NS(=O)(=O)c2ccc3[nH]c(=O)[nH]c3c2)cc1 | -5.8% | 2.4% | -8.6% |
| O=C(CSc1ncnc2scc(-c3ccccc3)c12)NC1CCS(=O)(=O)C1 (stereo unspecified) | -8.7% | 0.8% | -3.0% |
| Cc1cc(CNC[C@H]2O[C@@H](n3ccc(=O)[nH]c3=O)[C@H](O)[C@@H]2O)no1 | 6.3% | . | -15.3% |
| C[C@@]12C(=O)N(c3ccc(C(F)(F)F)cc3)C(=O)N1[C@@H]1c3ccccc3OC[C@@H]1[C@H]2c1ccccc1 | 10.3µM* | -4.7% | 7.31µM* |
| CCOC(=O)Cc1csc(SCC(=O)Nc2sc3c(c2C(N)=O)CCC3)n1 | -26.6% | -24.6% | -19.6% |
| COC(=O)C1=C(C)N(Cc2ccco2)C(=O)N[C@@H]1c1ccc(Br)cc1 | 4.2% | . | 15.0% |
| Cc1nn(Cc2ccc(Cl)cc2)c(Cl)c1/C=N/NC(=O)CNc1ccccc1F | ? | -2.2% | ? |
| COc1ccc(NC(=O)c2cnc3n(c2=O)CCS3)cc1OC | -2.3% | -2.3% | -6.4% |
| Cc1cc(C)c2c(N)c(C(=O)C(C)(C)C)sc2n1 | 2.6% | 1.7% | 2.3% |
| Cc1sc2ncn(CC(=O)Nc3ccc(C(C)C)cc3)c(=O)c2c1S(=O)(=O)N1CCN(c2ncccn2)CC1 | ? | -8.8% | ? |
| CCC1CCc2sc(C(=O)O)cc2C1 (stereo unspecified) | 0.6% | -0.4% | 0.8% |
| CCN(CC)C(=O)C1=C(C)N(Cc2ccc(OC)cc2)C(=O)C(CC(=O)NC(c2ccccc2)c2ccccc2)C1 (stereo unspecified) | ? | . | -3.5% |

Other compounds
| Molecule | TDP1 cell noCPT | KAT2A inh | DT40 TDP1 CPT |
| --- | --- | --- | --- |
| COc1ccc(Oc2nccc(-c3ccc(Cl)cc3)n2)cc1 | -27.2% | 0.1% | -5.7% |
| COCCNC(=O)c1nn2c(C(F)(F)F)cc(-c3ccccc3)nc2c1Cl | -17.9% | -7.6% | -10.0% |
| COc1cccc(C2c3[nH]c4ccccc4c3CCN2C(=O)Cn2cncn2)c1OC (stereo unspecified) | -22.6% | 3.2% | 10.1% |
| Cn1c(Cc2csc(N)n2)nnc1SCC(=O)NCc1ccccc1 | -11.9% | -7.9% | -28.5% |
| Cc1cc(S(=O)(=O)NCC(c2ccccc2)c2ccccc2)ccc1-n1cnnn1 | ? | -7.0% | ? |
| COc1ccc(C2NC(=O)C(C#N)=C(S)N2c2ccc(C)cc2)cc1OC (stereo unspecified) | ? | -5.1% | ? |
| CC(=O)NNC(=O)CCn1c2c(c3ccccc31)CCCC2 | -9.8% | 1.7% | 1.3% |
| CC1CC(C)CN(C(=O)CSc2nnc(N)s2)C1 (stereo unspecified) | 13.3% | -1.8% | 14.0% |
| CN(C)CCC1(c2ccccc2)CCN(C)C1=O (stereo unspecified) | 0.0% | . | -11.5% |
| COC1OC(CO)C(N=C(C)C)C1O (stereo unspecified) | -2.4% | . | 7.8% |
| CC(C)(CNC(=O)c1ccc(Br)o1)CNC(=O)c1ccc(Br)o1 | -18.2% | -3.6% | ? |
| Cc1ccc(C(=O)COC(=O)c2cc(Cl)ccc2O)cc1[N+](=O)[O-] | 7.1% | -10.4% | ? |

(next part)
| Molecule | TDP1 cell noCPT | KAT2A inh | DT40 TDP1 CPT |
| --- | --- | --- | --- |
| COc1cc(NC(=O)Cn2c(-c3ccccc3)cc(C(C)=O)c2C)cc(OC)c1 | 16.4µM* | -1.5% | 20.6µM* |
| CCc1c(C)nc(SCC(=O)Nc2cccc(Br)c2)[nH]c1=O | -14.5% | 2.0% | -11.3% |
| O=[N+]([O-])c1ccccc1NCc1ccccc1Cl | -17.0% | 15.3% | 12.7% |
| COc1cc(SC)ccc1C(=O)NCCOc1ccccc1Cl | -30.0% | -7.3% | -24.1% |
| N#CC(C(=O)NCc1ccccc1)c1nc2ccccc2nc1N1CCCC1 (stereo unspecified) | ? | 1.3% | ? |
| CCOc1ccccc1NC(=O)C(=O)CC(=O)c1ccc(OC)cc1 | 20.6µM* | 1.5% | ? |
| CCOc1ccccc1NC(=O)C(C)N(c1ccccc1)S(C)(=O)=O (stereo unspecified) | ? | -2.5% | ? |
| COc1ccc(CCN=C(N)C(C)c2ccccc2)cc1OC (stereo unspecified) | ? | -15.3% | -17.3% |
| O=C(Nc1cccc(C(F)(F)F)c1)c1cc(-c2ccc3c(c2)OCCO3)on1 | ? | -28.8% | ? |
| CC1CCCN(Cc2c(O)ccc3c(=O)c(Oc4ccc(C(C)(C)C)cc4)c(C(F)(F)F)oc23)C1 (stereo unspecified) | -17.9% | -13.8% | -18.6% |
| OC(c1nc2ccccc2[nH]1)C(O)c1nc2ccccc2[nH]1 (stereo unspecified) | -21.8% | -0.9% | 10.4% |
| O=C1OC(Cc2ccccc2)C(c2ccccc2)C1=O (stereo unspecified) | -11.7% | . | -6.5% |

Following part
| Molecule | TDP1 cell noCPT | KAT2A inh | DT40 TDP1 CPT |
| --- | --- | --- | --- |
| CCOC(=O)c1ccccc1NC(=O)c1cc2c(=O)oc3ccc(C)cc3c2s1 | -0.1% | -2.2% | 0.8% |
| CCOc1ccc(CCNC(=O)C2CCN(c3nn4c(=O)cc(C)nc4s3)CC2)cc1OCC | -1.1% | -0.7% | -0.6% |
| CC(C)CNC(=O)COc1ccc(Sc2ccc(OCC(=O)NCC(C)C)cc2)cc1 | 1.64µM* | 3.8% | ? |
| CC1(c2ccccc2)CC(C)(C)N2C(=O)Cc3cccc1c32 (stereo unspecified) | ? | -5.3% | ? |
| CCOC(=O)[C@H]1[C@H]2COc3ccc(Br)cc3[C@@H]2N2C(=O)CN(Cc3ccc(C)cc3)C(=O)[C@@]12C | ? | -7.9% | ? |
| CC12CCC(C(=O)O)(C/C1=N\O)C2(C)C (stereo unspecified) | -0.8%&-3.9% | ? | -19.0%&-2.6% |
| Cc1ccc(S(=O)(=O)n2nc(-c3ccco3)nc2NCc2ccc(N(C)C)cc2)cc1 | 23.1µM* | 0.5% | ? |
| CC1Oc2ccccc2N(CC(=O)NCCCN2CCOCC2)C1=O (stereo unspecified) | 1.7% | -5.7% | 4.4% |
| CC(C)OP(=O)(c1ccc(N(C)C)cc1)C(O)c1ccncc1 (stereo unspecified) | -8.3% | -17.7% | 5.2% |
| CC(C)c1nc(C(=O)N2CCCC(CCC(=O)N(C)CCc3ccccn3)C2)cs1 (stereo unspecified) | -29.7% | -6.5% | -20.6% |
| CC(c1ccccc1)N1CC(C(=O)N2CCCC(C(N)=O)C2)CC1=O (stereo unspecified) | -2.8% | 2.9% | 1.6% |
| CC(C)Cn1cnc2c1c(=O)n(CC(=O)NN)c(=O)n2Cc1ccccc1 | 0.5% | -5.5% | -2.2% |

Remaining list, next part
| Molecule | TDP1 cell noCPT | KAT2A inh | DT40 TDP1 CPT |
| --- | --- | --- | --- |
| Cn1c(=O)c(C(=O)c2ccccc2)nc2ccccc21 | -14.4% | -3.3% | -4.8% |
| CN1CCN(CC(=O)Nc2ccccc2[N+](=O)[O-])CC1 | -26.2% | -7.6% | -2.2% |
| COc1ccc(CCNC(=O)CCn2c(SCC(=O)N3CCCC3)nc3ccccc3c2=O)cc1OC | ? | -10.3% | ? |
| Cc1cc(=O)[nH]c(SCC(=O)N2c3ccccc3CC2C)n1 (stereo unspecified) | -13.5% | -0.7% | -4.3% |
| COc1ccc(CC(=O)NCc2nnc(SCCOc3ccccc3)n2C)cc1 | ? | -1.5% | ? |
| S=c1[nH]nc(C2CCCCC2)n1/N=C/C=C/c1ccccc1 | ? | ? | 25.9µM* |
| Cc1ccc(S(=O)(=O)N(Cc2ccccc2)c2ccccn2)cc1[N+](=O)[O-] | ? | -12.2% | 6.3% |
| CCn1c(COc2ccc3c(c2)OCO3)nnc1SCC(=O)c1ccccc1 | ? | -6.9% | ? |
| C=CCNC(=O)c1cccn1-c1ccsc1C(=O)OC | ? | -9.3% | -6.7% |
| Cc1cccc(N(C(=O)CCC(=O)Nc2cc(C)on2)C(C(=O)NC2CCCC2)c2ccccc2)c1 (stereo unspecified) | ? | -5.6% | -5.5% |
| COc1cc(OC)c(C(=O)Nc2ccc(C(=O)c3ccccc3)cc2)cc1OC | ? | -18.4% | ? |
| COc1ccc(NC(=O)c2cc(-c3cccs3)on2)cc1OC | -16.9% | -16.4% | -26.9% |

Remaining list, next part.
| Molecule | TDP1 cell noCPT | KAT2A inh | DT40 TDP1 CPT |
| --- | --- | --- | --- |
| Cc1ccc(C(=O)Nc2c[nH]c(=O)[nH]c2=O)cc1 | -0.4% | -0.5% | 2.9% |
| O=C(O)c1cc(O)c2c(c1)[C@H]([C@H]1c3cc(C(=O)O)cc(O)c3C(=O)c3c(O[C@@H]4O[C@H](CO)[C@@H](O)[C@H](O)[C@H]4O)cccc31)c1cccc(OC3O[C@H](CO)[C@@H](O)[C@H](O)[C@H]3O)c1C2=O (stereo partly specified) | 14.6µM* | 0.708µM* | 14.6µM* |
| Cc1ccc(C(=O)C(C)OC(=O)c2cc(=O)[nH]c3ccccc23)cc1 (stereo unspecified) | -19.2% | -0.3% | ? |
| Cc1cccc(OCC(=O)Oc2ccc(Cl)cc2)c1 | -6.7% | . | 17.5% |
| c1ccc2c(-n3cnnn3)cccc2c1 | -12.2% | -2.7% | -10.1% |
| Cc1ncc(CO)c(CNc2ccc(-c3nc4ccccc4[nH]3)cc2)c1O | 20.0% | -29.2% | -10.3% |
| O=C1CC2c3ccccc3C1C1C(=O)N(Cc3ccccc3)C(=O)C21 (stereo unspecified) | -8.4% | 16.3% | 1.1% |
| COC(=O)c1ccc(C2C(C#N)=C(N)Oc3cc(O)ccc32)cc1 (stereo unspecified) | -14.5% | -3.8% | -8.5% |
| CS(=O)(=O)N(Cc1ccc(Cl)cc1)c1ccc(C(=O)NCCSCc2ccco2)cc1 | ? | 1.5% | ? |
| CCc1nnc(NC(=O)CSc2nccn2-c2cc(C)cc(C)c2)s1 | 16.4µM* | -2.9% | 23.1µM* |
| COc1ccc(C(=O)N2CC3(C)C4CCC3(C)C2(C#N)C4)cc1OC (stereo unspecified) | ? | 0.4% | -2.5% |
| COc1ccc(C(=O)NC(=S)Nc2ccc3[nH]c(=O)[nH]c3c2)cc1 | 8.7% | 1.8% | 4.2% |

(more compounds)
| Molecule | TDP1 cell noCPT | KAT2A inh | DT40 TDP1 CPT |
| --- | --- | --- | --- |
| CCCNC(=O)C1(C)CCCN(Cc2ccc(C(F)(F)F)cc2)C1 (stereo unspecified) | ? | . | 20.6µM* |
| Cc1ccc(NC(=O)CN2CCCN(S(=O)(=O)c3ccc(Br)s3)CC2)cc1 | 18.4µM* | 3.6% | 18.4µM* |
| Cc1ccc(S(=O)(=O)Nc2ccc3oc(=O)sc3c2)c(C)c1 | ? | -8.3% | ? |
| Cc1ccn2c(=O)nc(SCC(=O)Nc3cc(C)on3)nc2c1 | -24.8% | -12.6% | -5.7% |
| O=C(O)C1CCCCC1C(=O)Nc1cccc(C(=O)N2CCCCC2)c1 (stereo unspecified) | -20.4% | -17.6% | 2.3% |
| CCOC(=O)c1ccc(NC(=S)NCCC2=CCCCC2)cc1 | 20.6µM* | -27.0% | 29.1µM* |
| CCCCCCCCCCCCCCCC[n+]1cccc2ccccc21 | 0.231µM* | 5.9% | 0.411µM* |
| O=[N+]([O-])c1cccnc1N1CCN(c2ccc(F)cc2)CC1 | ? | -19.9% | -19.2% |
| Cc1c(NC(=O)c2ccc(S(=O)(=O)N3CC(C)OC(C)C3)cc2)c(=O)n(-c2ccccc2)n1C (stereo unspecified) | -10.9% | -4.2% | -4.3% |

Limited to TDP1 cell noCPT, for some of the entries so far:
Molecule	TDP1 cell noCPT
O=C(O)C1CCCCC1C(=O)Nc1cccc(C(=O)N2CCCCC2)c1 (stereo unspecified)	-20.4%
CC(C)CNC(=O)COc1ccc(Sc2ccc(OCC(=O)NCC(C)C)cc2)cc1	1.64µM*
